Screens deposited in PubChem BioAssay by several laboratories.
Furin inhibitor – human furin inhibitors, primary screen, biochemical, fluorescence intensity; P09958; purified furin, fluorogenic substrate cleavage; inhibition, % at 30 µM; 220,000 compounds, 0.061% hits; AID 463115, 2010; in the data active = inhibition above about 25%; note: inactives centre near -15
Target sequence (P09958 108-714 limits assumed): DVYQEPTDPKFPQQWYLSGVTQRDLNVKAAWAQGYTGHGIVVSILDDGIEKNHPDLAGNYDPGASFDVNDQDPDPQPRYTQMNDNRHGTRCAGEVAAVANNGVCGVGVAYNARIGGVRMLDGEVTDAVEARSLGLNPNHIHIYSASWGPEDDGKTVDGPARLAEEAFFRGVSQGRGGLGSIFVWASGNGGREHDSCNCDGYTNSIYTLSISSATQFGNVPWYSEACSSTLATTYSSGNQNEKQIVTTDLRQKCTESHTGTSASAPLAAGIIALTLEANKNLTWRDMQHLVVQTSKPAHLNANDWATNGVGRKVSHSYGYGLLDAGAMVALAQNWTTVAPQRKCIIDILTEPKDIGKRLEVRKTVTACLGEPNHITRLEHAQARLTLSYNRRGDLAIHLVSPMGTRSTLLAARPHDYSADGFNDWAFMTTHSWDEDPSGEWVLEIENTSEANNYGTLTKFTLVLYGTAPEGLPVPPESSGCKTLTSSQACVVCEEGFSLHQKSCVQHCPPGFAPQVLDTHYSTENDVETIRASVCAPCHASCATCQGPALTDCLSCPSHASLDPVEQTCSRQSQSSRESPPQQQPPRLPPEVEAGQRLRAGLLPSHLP
RBBP9 inh – human RBBP9 inhibitors, primary screen, biochemical, fluorescence polarization, FP-Rh probe, HTS; Serine hydrolase RBBP9 (Homo sapiens), O75884; recombinant RBBP9; inhibition, % at 7.94 µM; 220,000 compounds, 0.2% hits; AID 1515, 2009;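 active = inhibition above the campaign mean of all tested compounds plus 3 SD, cut at about 14% in these data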;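 note: plate controls were DMSO wells with RBBP9 for no effect and wells lacking RBBP9 protein for full effect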
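Test system: recombinant human RBBP9. Quantity: 2.5 µM RBBP9 dispensing solution, before mixing. Detection: FP readout at 525/598 nm. Reagent: Serine-hydrolase probe FP-Rh, 375 nM pre-mixing. Measure: % inhibition. Control set: DMSO-treated enzyme wells and wells lacking RBBP9. Buffer or medium: Tris-NaCl-Pluronic buffer, pH 8.0. Times: preincubation 30 min plus labeling 45 min at 25 °C.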
p97 ATPase inh – inhibitors of human p97 ATPase, primary screen, biochemical; Transitional endoplasmic reticulum ATPase (Homo sapiens), P55072; recombinant p97 ATPase, Kinase-Glo ATP luminescence, 3 h; inhibition, % at 8 µM; 220,000 compounds, 0.42% hits; AID 1481, 2009; in the data active = inhibition above about 15%;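 note: 0% = DMSO vehicle and 100% = wells lacking enzyme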
NCF1 inh – p47phox/p22phox peptide binding inhibitors, primary screen, biochemical, uHTS, NADPH oxidase regulatory subunit; 220,000 compounds, 0.53% hits; Neutrophil cytosol factor 1 (Homo sapiens), P14598; AID 1274, 2008; inhibition, % at 24.7 µM; fluorescence polarization, 2 h;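 active = inhibition above about 30%, limit read from the data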;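 note: 0% = p47phox with labelled peptide and 100% = labelled peptide alone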
Tb hexokinase – Trypanosoma brucei hexokinase 1 inhibitors, primary screen, biochemical, G6PDH-coupled NADH absorbance, MLSCN library; recombinant TbHK1, G6PDH-coupled NADH A340; inhibition, % at 10 µM; 220,000 compounds, 0.11% hits; AID 1430, 2008; hexokinase 1 [Trypanosoma brucei];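 active = inhibition of 50% or more in the single-dose primary screen; inactive = inhibition below 50%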
BaF3 parental – parental Ba/F3 cell viability inhibition, counter-screen for JAK2V617F inhibitor project, murine pro-B, CellTiter-Glo luminescence. AID 1486, 2009. inhibition, % at 5.6 µM. 220,000 compounds, 1.1% hits. CellTiter-Glo ATP luminescence;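 active = inhibition above a per-campaign cutoff, the mean inhibition of all tested compounds plus 3 SD, cut at about 27% in these data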;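 note: 0% = DMSO wells and 100% = JAK Inhibitor I control wells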
PPC-1+TRAIL kill – compounds killing PPC-1 cancer cells with TRAIL present, primary screen, TRAIL potentiator project, ATPLite luminescence, uHTS; PPC-1 cells + TRAIL, ATPLite viability luminescence; cell killing (% activity), % at 4 µM; 220,000 compounds, 0.41% hits;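 active = cell killing above 50% in the first pass at 4 µM, then a duplicate retest at 5 µM averaging 50% or more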;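 note: plate controls were cells with TRAIL plus DMSO for no effect and medium-only wells lacking cells for full effect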
PGE2 EP2 inh – human EP2 receptor antagonists, primary screen, TR-FRET cAMP, C6 glioma cells; Prostaglandin E2 receptor EP2 subtype (Homo sapiens), P43116; C6 glioma cells expressing human EP2; cells stimulated with saturating PGE2; inhibition, % at 25 µM; 260,000 compounds, 0.52% hits; AID 1422, 2008;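 active = percent inhibition above 40 after rounding to a whole number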;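 note: rat C6 glioma host cells with rolipram phosphodiesterase inhibitor present; the protocol text gives 20 µM as final concentration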
Target sequence (P43116 whole entry, looked up): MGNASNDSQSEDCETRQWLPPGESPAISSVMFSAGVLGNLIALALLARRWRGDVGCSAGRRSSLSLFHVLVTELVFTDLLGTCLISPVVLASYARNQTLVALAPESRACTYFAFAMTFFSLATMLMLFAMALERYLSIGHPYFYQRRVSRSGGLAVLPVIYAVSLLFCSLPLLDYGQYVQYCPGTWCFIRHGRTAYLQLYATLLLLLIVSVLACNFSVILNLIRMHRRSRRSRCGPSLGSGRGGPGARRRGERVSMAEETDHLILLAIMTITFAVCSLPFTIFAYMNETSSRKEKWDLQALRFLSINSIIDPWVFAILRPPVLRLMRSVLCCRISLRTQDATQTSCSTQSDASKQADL
Ba/F3 V617F tox – reduced viability of JAK2V617F-dependent Ba/F3 cells, primary screen, JAK2V617F inhibitor project, cell-based, Ba/F3 EpoR-JAK2V617F, luminescence; ATP luminescence; inhibition, % at 5.6 µM; 220,000 compounds, 1.1% hits; AID 1446, 2008;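 active = inhibition above the campaign mean plus 3 SD over all tested compounds, cut at about 24% in these data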;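 note: cytokine-independent growth of Ba/F3 cells driven by EpoR plus mutant JAK2; 0% = DMSO-treated cells and 100% = JAK inhibitor I control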
Numbers without * were called inactive; nt = no result given; [ ] = dose if it differs, or a comment.

SMILES	Furin inhibitor	RBBP9 inh	p97 ATPase inh	NCF1 inh	Tb hexokinase	BaF3 parental	PPC-1+TRAIL kill	PGE2 EP2 inh	Ba/F3 V617F tox
Cc1ccc(/C=N/NC(=O)CNC(=O)c2ccc(S(=O)(=O)N(C)C)cc2)o1	-22.4	-6.1	0.6	-9.9	-7.2	8.1	16.4	6.0	0.8
CS(=O)(=O)Nc1ccc2c(c1)nc1n2CCOC1	-17.3	0.0	4.6	3.1	1.4	0.1	-11.7	4.5	-4.6
S=C(NCCc1ccccc1)NC1CC1	-18.5	-8.3	-1.2	-1.0	-1.6	-1.3	29.6	3.2	-1.4
COc1ccc(C(=O)/C=C(/C)N(C)C)cc1	-11.6[20 µM]	-10.9	-1.4	-10.0	-8.6	3.4	-3.9	8.2	-0.1
CCOC(=O)c1c(NCC(C)C)c2ccccc2[nH]c1=O	-16.6[20 µM]	0.3	-2.3	-6.6	-6.5	2.9	5.1	0.3	0.5
CC(C)(O)CNC(=O)Nc1ccc(Cl)c(Cl)c1	-11.6	-2.6	7.1	-4.0	-5.4	0.5	7.4	9.4	-3.8
COc1ccc(N(CC(=O)Nc2cc(C)ccc2C)S(=O)(=O)c2c(C)nn(C)c2C)cc1	-32.3	-5.7	3.4	-3.5	-4.3	1.2	-7.7	nt	-2.7
O=C(CN1C(=O)CNC1=O)Nc1ccc(Cl)cc1	-18.1	6.3	6.5	-3.7	-5.5	0.7	10.4	3.9	-3.6
Cc1ccccc1CNC(=O)CCc1ccccc1	-32.0	-0.4	0.0	-8.9	-5.3	9.7	16.6	13.0	3.3
Cc1cc(C(=O)OCC(=O)c2ccc3c(c2)OCCO3)c(C)o1	-24.3	-9.6	-1.0	-6.8	1.3	3.9	5.7	7.0	-0.1
CN(C)c1ccc([N+](=O)[O-])cc1C(=O)O	-13.2	-4.9	-5.7	-3.1	-10.9	-0.1	21.9	4.8	3.3
O=C(/C=C\c1ccco1)NC(=S)Nc1ccccc1O	-12.1	-1.5	8.7	-19.7	-2.4	-0.2	8.1	15.8	0.8
CSCC[C@H](NC(=O)OC(C)(C)C)C(=O)N/N=C/c1cccc2cccnc12	-23.2	-5.1	0.8	-4.5	-9.3	-2.9	33.0	8.4	0.0
CC(Oc1cc(C(F)(F)F)cc(C(F)(F)F)c1)C(=O)NC(N)=O (stereo not given)	-19.6	0.9	-0.6	5.2	2.0	-1.4	10.9	19.9	-1.8
O=C(N/N=C\c1ccc(-c2ccc([N+](=O)[O-])cc2)o1)C1COc2ccccc2O1 (stereo not given)	-16.8	-6.4	4.1	-88.0	18.4	5.1	19.5	22.1	-0.1

Brought forward from above: 2 compounds, then new ones.
SMILES	Furin inhibitor	RBBP9 inh	p97 ATPase inh	NCF1 inh	Tb hexokinase	BaF3 parental	PPC-1+TRAIL kill	PGE2 EP2 inh	Ba/F3 V617F tox
CC(Oc1cc(C(F)(F)F)cc(C(F)(F)F)c1)C(=O)NC(N)=O (stereo not given)	-19.6	0.9	-0.6	5.2	2.0	-1.4	10.9	19.9	-1.8
O=C(N/N=C\c1ccc(-c2ccc([N+](=O)[O-])cc2)o1)C1COc2ccccc2O1 (stereo not given)	-16.8	-6.4	4.1	-88.0	18.4	5.1	19.5	22.1	-0.1
O=[N+]([O-])c1cccc(S(=O)(=O)c2ccc(N3CCCCC3)c([N+](=O)[O-])c2)c1	-19.6	-4.8	4.1	-4.6	-5.4	0.8	5.4	5.0	-3.2
COc1cccc(NC(=S)/C(=C(\[O-])c2ccc(C)c([N+](=O)[O-])c2)[n+]2ccccc2)c1	-11.3[20 µM]	-1.7	5.1	-14.8	-26.6	2.5	23.8	3.7	-4.0
CCCCC[n+]1cccc2c3ccccc3ccc21	-53.0	5.8	7.2	14.0	-7.6	77.3*	34.0	7.4	100.0*
CCOC(=O)N1CCN(CC(O)COc2ccc(C)cc2C(C)(C)C)CC1 (stereo not given)	-4.2	-0.8	1.6	4.6	12.1	6.3	19.7	8.8	3.5
CCOc1cc(/C=C(/C#N)c2nc3ccccc3[nH]2)ccc1Oc1ccc([N+](=O)[O-])cn1	-23.8	-4.7	3.0	-4.2	-16.9	0.2	-16.4	7.2	-4.8
CN(C)c1cc(N/N=C\c2ccccc2)nc(N(C)C)n1	1.1	-6.1	-3.3	-49.3	-15.7	4.0	8.0	7.4	3.1
N#C/C(=C\c1cn(-c2ccccc2)nc1-c1cc2ccccc2o1)c1nc2ccccc2[nH]1	-10.5	-1.3	1.1	-66.0	-20.2	10.3	-4.8	11.7	1.3
Cc1cc(NC(=O)CSc2nc3ccccc3n2CC(=O)N2CCCCC2)no1	-17.0[20 µM]	-6.8	0.8	-2.1	-1.5	2.8	11.3	7.1	1.0
O=C(COC(=O)CCC(NC(=O)OCc1ccccc1)C(=O)OCC(=O)Nc1ccccc1)Nc1ccccc1 (stereo not given)	-21.3	2.7	-1.2	-10.8	-5.9	0.1	23.4	13.0	-2.6
COC(=O)CCC(=O)OC1(C)C(=O)C=C2C=C(C3CC3)N(CCCOC(C)C)C=C2C1=O (stereo not given)	-19.9	nt	nt	6.6	-38.4	nt	6.8	15.4	nt
O=C(CCl)c1ccc2c(c1)CCN2C(=O)C1CCCCC1	-16.1	-1.0	10.3	-6.6	-10.8	5.5	6.8	27.5	0.0
O=C(CSc1ncccn1)NCc1cccs1	-12.3	1.8	0.9	3.0	2.7	8.7	14.0	9.7	4.1
Cc1ccccc1NC(=O)c1sc2nc3c(c(-c4ccco4)c2c1N)CCC3	-16.9[20 µM]	-4.0	1.6	-14.0	-15.8	2.1	-1.7	11.8	1.4
COc1cccc(CNC(=O)CCSCc2ccccc2F)c1	-9.8	-7.5	1.8	-1.4	-0.2	1.4	18.8	3.5	0.6
CC(=O)c1ccccc1OC(=O)c1ccc([N+](=O)[O-])o1	-21.8	2.3	-2.7	5.3	-21.4	-8.5	17.8	6.5	0.7
N#Cc1cccnc1N1CCC(C(N)=O)CC1	-19.9	-8.6	10.0	-11.1	-16.5	-1.0	0.2	11.8	-4.4
CCOc1ccc(N(C(C)C(=O)NC2CCCCCC2)S(C)(=O)=O)cc1 (stereo not given)	-13.9[20 µM]	-4.4	0.0	1.8	0.5	0.0	29.9	8.0	-2.3
C=CCC1(C)C(=O)N(c2ccccc2)c2ccccc21 (stereo not given)	-2.6	-2.7	-3.3	-0.8	-0.8	6.8	3.1	3.7	4.2
CC(=O)Nc1ccc(S(=O)(=O)c2ccc(N)cc2)cc1N	-8.7	-9.8	-3.6	-10.3	-8.4	10.8	3.5	14.9	3.6
CC(=O)c1cc(C#N)c(SCc2ccc(F)cc2)nc1C	-22.8[20 µM]	-10.7	0.7	-3.0	-4.1	3.1	13.0	9.3	-2.2
O=C1CCCCC(=O)N(c2ccccc2)c2ccccc21	-3.2	-7.5	-1.4	-8.3	-0.2	1.4	6.4	4.2	-1.3
Cc1ccc(CNC(=O)N2CCN(C)CC2)cc1	-20.8	-10.9	5.2	-5.1	3.3	3.3	13.3	2.2	-4.0
COc1ccc2c(c1)[nH]c(=O)c1sc3ccccc3c12	-24.9[20 µM]	-6.6	1.6	-6.5	-20.2	3.7	17.5	12.0	1.8
Cc1oc2ccc(O)c(CN3CCOCC3)c2c1C(C)O (stereo not given)	-22.1[20 µM]	2.9	3.6	-0.5	-4.5	4.7	9.8	11.8	0.8
CC1CCN(C(=O)C2CC(c3ccc(F)cc3)=NO2)CC1 (stereo not given)	-30.9	-4.9	0.2	9.8	4.2	1.6	7.4	8.8	-2.8
Cc1ccc(-c2nnc(-c3ccccc3S(=O)(=O)Cc3ccc(Cl)cc3)o2)cc1	-20.3[20 µM]	1.5	1.9	-6.8	2.4	9.6	15.6	11.3	-2.4
CCN(CC)S(=O)(=O)c1ccc(N/N=C(\C)c2ccc(OC)cc2O)nc1	-9.5	-0.2	-1.9	-16.7	-42.0	-2.7	16.9	6.8	1.4
O=C(Nc1ccccc1N1CCOCC1)c1cc(Br)c(Br)s1	-19.7	-7.2	4.2	-1.5	-2.4	1.5	24.4	21.9	1.6
COc1ccc(CCN2C(=O)c3[nH]nc(-c4ccccc4O)c3C2c2ccc(C)cc2)cc1OC (stereo not given)	-20.3[20 µM]	-5.2	4.0	-9.6	-13.2	6.9	-0.5	5.4	1.5
Brc1ccc2c(c1)OCCOCCOCCOCCOCCO2	-12.8	-4.1	-4.2	-3.4	-1.2	4.1	3.3	3.8	0.0
CC(C)OC(=O)c1cccnc1SCC(=O)N(C)c1ccccc1	-3.3[20 µM]	-0.7	-7.6	-4.3	-4.2	11.8	21.1	5.3	8.1
COc1cccc(N(C(=O)Cn2nnc(-c3cccs3)n2)C(C(=O)NC2CCCCC2)c2ccncc2)c1 (stereo not given)	-3.3[20 µM]	1.1	5.1	46.0*	13.3	4.0	2.1	nt	-1.6
Cc1ccc(CNC(=O)C(C)C2Sc3ccccc3NC2=O)cc1 (stereo not given)	-12.8	6.1	0.3	-7.7	-3.5	-1.9	-1.1	9.2	-2.4
Cc1cc(NC(=O)/C=C/c2cccc(F)c2)n(-c2nc3ccccc3[nH]2)n1	-9.2	2.9	-2.3	-2.7	-8.6	13.6	21.0	1.2	7.4
CCn1c(O)c(C=NCc2ccccc2)sc1=S	-23.9	1.4	8.2	-1.7	-9.4	1.6	-8.3	3.7	-1.9
Cc1ccc2c(c1)nnn2C1CCN(C(=O)c2ccccc2F)CC1	-22.0	-2.9	0.8	0.2	-10.0	1.6	3.3	8.9	-0.4
COc1cccc(CNC(=O)C2CCN(c3cnccn3)CC2)c1	-14.4[20 µM]	-9.4	0.4	2.0	-11.6	-2.0	16.0	8.1	-1.3
CC(C)c1ccc(O)c(NC(=S)NC(=O)c2cccnc2)c1	-0.3	1.4	-3.0	2.9	6.0	3.7	0.3	3.6	2.9
O=C(COc1ncnc2ccccc12)NCc1ccc2c(c1)OCO2	-13.5[20 µM]	-7.5	1.2	-1.8	2.2	-0.1	16.5	15.4	-2.1
Cn1c(C(=O)NCc2cccnc2)cc2sccc21	-13.3[20 µM]	-4.8	-0.7	7.3	-7.5	7.3	26.7	7.6	2.5
O=C(Nc1ccc2ccccc2c1)Nc1ccc2snnc2c1	-24.7[20 µM]	-76.2	5.7	-36.5	0.4	0.3	-15.3	19.8	-4.8
CCOC(=O)c1c(NC(=O)/C=C/c2ccc3c(c2)OCO3)sc(C)c1CC	-9.3[20 µM]	-13.3	-1.5	-32.9	-5.6	3.0	-7.3	10.4	-0.1
O=C(Nc1ccccc1)c1ncoc1-c1ccc(Cl)cc1	-8.0	-3.5	-7.9	-3.1	3.0	-2.9	2.0	13.4	-0.8
CCOC(=O)C1=C(C)NC(C)=C(C(=O)OCC)C1c1sccc1C	-8.0[20 µM]	-3.9	-0.2	3.3	-24.1	4.8	6.6	6.4	0.4

Not all compounds are listed; the hit share may differ from the screen's.
